Screening data (PubChem BioAssay)
TEAD-YAP inh: TEAD-YAP interaction inhibition. HEK-TIYL cells, TEAD-Gal4/YAP UAS-luciferase luminescence. inhibition, % at 9.12 µM. hit rate 1.4% among 640,000; in the data active means inhibition above about 32%;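 further: 0% = median of test compound wells and 100% = reference inhibitor wells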
FBW7 activator: activators of human E3 ligase FBW7. normalized activity (activation), % at 26.1 µM. hit rate 0.13% among 650,000. AlphaScreen FBW7–phospho-cyclin E peptide binding, activator screen. Q969H0; in the data active means normalized activity above about 1.9%;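 further: purified mutant Fbw7 with reduced substrate affinity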
Target sequence (Q969H0 whole entry, looked up): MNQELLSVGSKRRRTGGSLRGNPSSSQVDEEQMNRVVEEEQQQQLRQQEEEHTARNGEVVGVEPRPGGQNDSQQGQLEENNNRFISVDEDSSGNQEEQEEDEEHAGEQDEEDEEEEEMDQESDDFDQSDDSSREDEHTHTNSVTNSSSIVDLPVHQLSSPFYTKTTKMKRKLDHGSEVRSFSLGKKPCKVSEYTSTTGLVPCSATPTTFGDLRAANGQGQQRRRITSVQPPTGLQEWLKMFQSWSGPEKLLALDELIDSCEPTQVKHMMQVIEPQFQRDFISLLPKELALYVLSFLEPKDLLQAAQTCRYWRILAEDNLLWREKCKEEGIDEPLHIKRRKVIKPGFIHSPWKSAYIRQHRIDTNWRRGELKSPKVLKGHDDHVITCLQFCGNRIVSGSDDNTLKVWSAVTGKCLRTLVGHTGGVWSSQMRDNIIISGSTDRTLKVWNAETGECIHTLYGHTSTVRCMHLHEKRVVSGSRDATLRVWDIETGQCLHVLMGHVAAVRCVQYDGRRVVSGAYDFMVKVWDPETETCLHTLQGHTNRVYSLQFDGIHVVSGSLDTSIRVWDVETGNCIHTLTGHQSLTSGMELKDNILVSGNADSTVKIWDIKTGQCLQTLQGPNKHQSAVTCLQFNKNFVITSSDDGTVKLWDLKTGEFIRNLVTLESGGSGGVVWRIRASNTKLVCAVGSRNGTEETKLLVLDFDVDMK
GPR151 activ: human GPR151 activation; hit rate 1% among 650,000; PathHunter beta-arrestin GPR151 cells, luminescence; AID 1508602; activation, % at 11.2 µM; in the data active means activation above about 4.9%;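 further: 0% = median of compound wells and 100% = cells with positive control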
Target sequence (Q8TDV0 whole entry, looked up): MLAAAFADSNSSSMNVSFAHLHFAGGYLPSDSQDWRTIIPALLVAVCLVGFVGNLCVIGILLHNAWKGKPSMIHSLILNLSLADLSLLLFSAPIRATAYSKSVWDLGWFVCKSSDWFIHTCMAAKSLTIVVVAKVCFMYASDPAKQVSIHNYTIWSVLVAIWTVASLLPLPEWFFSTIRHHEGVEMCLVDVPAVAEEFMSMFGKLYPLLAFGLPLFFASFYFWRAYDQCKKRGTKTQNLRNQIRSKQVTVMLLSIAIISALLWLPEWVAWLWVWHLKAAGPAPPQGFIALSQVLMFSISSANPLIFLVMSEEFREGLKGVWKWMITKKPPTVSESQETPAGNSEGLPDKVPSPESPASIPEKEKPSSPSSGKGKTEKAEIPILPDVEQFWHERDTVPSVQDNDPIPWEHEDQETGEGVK
MITF inh: human MITF inhibition, primary screen; hit rate 0.91% among 650,000; O75030; inhibition, % at 2.6 µM; AlphaScreen MITF homodimerization, bead proximity signal; in the data active means inhibition above about 50%;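 further: 0% = vehicle wells with protein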
The depositor's hits bear a star; / = not tested or not shown.

SMILES	TEAD-YAP inh	FBW7 activator	GPR151 activ	MITF inh
O=C(CS(=O)(=O)c1ccc2ccccc2c1)Nc1ccccc1O	6.6	0.2	0.8	-10.4
CCCNC(=O)c1cccc(NC2CCN(Cc3ccccc3)CC2)n1	4.4	-0.1	0.1	12.7
O=C(NCc1cccs1)[C@@H]1C[C@H](n2cnnn2)CN1Cc1ccc(F)cc1	6.7	0.0	-1.3	-6.6
O=C1N(c2ccccc2)c2ccc3ccccc3c2C1(O)C(F)(F)F (centres undefined)	9.4	0.0	1.5	5.4
COc1cc(/C=C2/C(=N)N3N=C(CC(C)C)SC3=NC2=O)ccc1OC(=O)c1ccc(F)cc1	1.7	-0.2	0.0	-1.1
Cc1cc(C)nc(Sc2cccc(NC(=O)C(C)(C)C)c2)n1	-2.1	-0.1	-1.8	1.9
CCOc1ccc2nc(N(CCN(C)C)C(=O)c3cc(Cl)sc3Cl)sc2c1	-25.4	-0.1	0.7	-12.8
CCOC(=O)C1=CN(C(C)C)C=C(C(=O)OCC)C1c1ccc(OC)c(O)c1	-4.7	0.0	1.9	3.2
COc1cc2sc(NC(=O)c3ccc(C#N)cc3F)nc2cc1Cl	-7.0	0.0	0.1	-10.1
CCc1ccccc1NC(=O)c1cc(S(=O)(=O)N2CCCC(C(=O)O)C2)ccc1F (centres undefined)	2.2	-0.1	0.3	-7.1
COc1cc(/C=N/NC(=O)c2ccc(NC(=O)c3ccccc3C)cc2)cc(OC)c1OC	-6.6	-0.1	0.7	-1.4
CCc1[nH]c(C)c(C(C)=O)c1C	0.0	0.0	-0.2	4.6
Cc1ccc2nc(SCC(=O)Nc3ccc(C#N)cc3)[nH]c2c1	1.5	0.0	3.4	5.2
C[C@@H]1NC(=O)[C@H]2CN(C(=O)c3cccc4ccccc34)CCN2C1=O	-1.6	-0.1	0.2	14.9
CSc1ccc(C(=O)NCc2nc(-c3ccncc3)n[nH]2)s1	4.9	-0.2	-0.5	4.5
Cc1cccc(C2(c3cccc(C)c3)CC2C(=O)NCc2ccco2)c1 (centres undefined)	8.9	0.1	0.0	3.9
COc1ccc(-c2nnc(SCC(=O)Nc3ccc(C(=O)O)cc3)nc2-c2ccc(OC)cc2)cc1	-7.4	-0.1	0.7	-9.3
CC(C)C(O)P(=O)(OCc1ccccc1)c1ccc(N(C)C)cc1 (centres undefined)	0.9	0.0	0.9	-10.6
CCCNC(=O)CCC(=O)n1ncc2ccccc21	0.6	0.2	-1.3	12.0
CCOc1ccc2c(=O)c(Oc3ccccc3)c(C(F)(F)F)oc2c1	7.4	0.0	1.3	7.6
CC(=O)OC[C@H]1O[C@@H](O/N=C(\C)CCC(=O)OC[C@H]2O[C@H](C#Cc3ccccc3)C=C[C@@H]2Oc2ccc(C)cc2)[C@H](OC(C)=O)[C@@H](OC(C)=O)[C@@H]1OC(C)=O	/	-0.2	1.7	-4.5
COc1cccc(CN(C(=O)/C=C/c2ccc(Cl)cc2)C2CCS(=O)(=O)C2)c1 (centres undefined)	4.0	-0.1	6.9*	8.8
Cc1ccc(-c2nc(C=Nc3ccc4ccccc4c3)c(O)o2)cc1	11.0	0.0	-2.0	0.3
CCOC(=O)C1=C(C)N=c2s/c(=C\c3cc(Br)ccc3O)c(=O)n2C1c1ccccc1OC(C)C (centres undefined)	4.5	0.0	0.2	8.3
COc1ccc(S(=O)(=O)N(C)CC(=O)Nc2cccc3ccccc23)cc1OC	-4.0	-0.1	1.8	4.7
COC(=O)c1sc(NC(=S)N2CCN(c3ccccn3)CC2)c(C(=O)OC)c1C	-2.2	-0.1	-0.7	0.1
CCCCOc1ccc(C(=O)Oc2coc(CSc3nccc(C)n3)cc2=O)cc1	7.3	-0.1	-2.3	7.0
Cc1cccc(C(=O)N[C@H](C(=O)NNC(=O)c2cccc(Cl)c2)C(C)C)c1	15.0	-0.2	1.5	0.4
O=C(CN1C(=O)COc2ccccc21)NCCCN1CCCC1	1.6	0.2	-0.3	-6.0
OCc1nnn(-c2ccccc2)c1CO	8.6	0.0	-1.0	2.7
C=CCn1c(=O)c(C(=O)NCc2ccccc2F)c(O)c2ccccc21	6.6	-0.2	0.8	5.6
COc1cc(C=O)ccc1OCC(=O)Nc1cccc(C(C)=O)c1	12.0	0.2	-0.7	5.2
Clc1ccc(/C=N/NC2=NCCCCC2)cc1	-21.8	0.3	-1.2	14.9
O=C(CN(c1ccc([N+](=O)[O-])cc1)S(=O)(=O)c1ccccc1)N1CCCCCC1	2.6	0.2	-0.5	3.2
CCc1cccc(OC2=C(Cl)C(=O)N(c3ccc(OC)cc3)C2=O)c1	13.9	0.8	-0.1	11.7
CN(C(=O)c1coc(=O)c2ccccc12)c1ccc(Br)cc1	-5.6	-0.1	0.6	3.7
Cc1ccc2ncc(C(=O)N3CCc4ccccc4C3)c(=O)n2c1	16.4	-0.1	0.6	9.3
O=C1NCCN1c1ccc(CN2CCN(Cc3ccsc3)C(CCO)C2)cc1 (centres undefined)	4.7	0.3	-0.8	11.6
O=S(=O)(Nc1ccc(O)c(Br)c1)c1ccc(F)cc1	4.2	-0.2	0.0	-1.5
CN(C)c1ccc(NC(=O)Cn2c(=O)oc3ccccc32)cc1	-5.5	0.2	-0.9	17.9
CCCN1C(=O)c2ccc3c4c(ccc(c24)C1=O)CC3	-3.2	-0.1	0.7	-3.7
CCCCCCSc1nnc(-c2ccc3[nH]c(C)c(C)c3c2)n1-c1ccccc1	10.8	-0.1	0.2	6.3
COCCCN1C(=O)c2ccc(C(=O)Oc3cc(C)ccc3C(C)C)cc2C1=O	2.4	-0.2	2.3	-4.2
CS(=O)(=O)N(CC(=O)Nc1cccc2ccccc12)c1ccc2c(c1)OCO2	-1.6	0.0	2.2	6.8
COc1ccc(C2NC(=O)NC(C)=C2C(=O)OCC(C)C)cc1 (centres undefined)	15.0	0.0	1.0	5.5
COC(=O)c1ccc(/C=C(\C#N)C(=O)NCCc2ccccc2)cc1	0.3	0.1	-0.1	17.7
CCOC(=O)N1CCN(S(=O)(=O)c2cccc3nonc23)CC1	-8.6	0.5	-1.1	1.4
O=C(COC(=O)c1cccc(F)c1)NC(=O)NC1CCCC1	-4.7	0.0	1.2	6.5
Cc1ccc(C2=CC(c3ccccc3)n3nc(CCCO)nc3N2)cc1 (centres undefined)	-15.0	0.6	-1.3	15.1
NC(=O)CSc1nnc(-c2cccc(F)c2)n1N	-7.8	0.7	-1.1	13.4
O=C(N/N=C/c1ccc(Br)s1)c1ccc([N+](=O)[O-])cc1	13.8	0.8	-0.4	10.9
CCOC(=O)C1CCN(C(=O)c2cn(-c3ccc(OCC)cc3)c(=O)c3cc(OC)c(OC)cc23)CC1	12.6	0.2	0.0	15.5
COCCCNS(=O)(=O)c1cc(C(F)(F)F)ccc1Cl	4.6	0.2	-1.1	7.4
Nc1ccc(-c2nc3c(Cl)c(N)c(Cl)cc3[nH]2)cc1Cl	-44.2	0.1	-3.3	13.5
COCCNCCC1CCC(=O)N1Cc1c(F)ccc(C)c1F (centres undefined)	0.5	0.2	-1.3	1.6
CC1(C(=O)Nc2ccc3ccccc3c2)CC1(Br)Br (centres undefined)	-35.7	0.2	1.6	-12.1
CCC(C)NCC(O)COc1ccc2c(c1)CCC2 (centres undefined)	3.1	-0.1	-0.6	-6.6
COc1ccc(Cl)cc1/C=C1/NC(=O)NC1=O	-4.8	0.0	0.8	-7.0
CCc1ccc(NC(=O)CSc2nnc(COc3ccccc3)n2C)cc1	3.0	0.1	-0.6	6.1
O=C(CSc1nc2ccccc2c(=O)n1CCc1ccccc1)NCCc1ccccc1	5.9	0.7	1.2	16.0

Pulled by compound from above, 2 records:
SMILES	TEAD-YAP inh	FBW7 activator	GPR151 activ	MITF inh
COc1ccc(C2NC(=O)NC(C)=C2C(=O)OCC(C)C)cc1 (centres undefined)	15.0	0.0	1.0	5.5
COCCCN1C(=O)c2ccc(C(=O)Oc3cc(C)ccc3C(C)C)cc2C1=O	2.4	-0.2	2.3	-4.2

(continued)
SMILES	TEAD-YAP inh	FBW7 activator	GPR151 activ	MITF inh
CC1CCN(C(=O)CNC(=O)Cc2ccccc2)CC1	-13.0	0.0	1.6	-0.6
C/C(CC(=O)NCCc1ccccc1)=N\NC(=O)c1ccccc1Cl	-26.0	0.6	-1.1	-0.5
COc1ccc([N+](=O)[O-])cc1NC(=O)COC(=O)c1cc2ccccc2oc1=O	-6.3	-0.1	1.4	-1.1
Cc1onc(-c2ccccc2Cl)c1-c1nc(-c2ccc(Cl)cc2)no1	1.0	-0.1	1.4	3.0
COc1ccccc1/C=C1/SC(N2CCN(c3ccccc3C)CC2)=NC1=O	7.5	0.1	1.1	-4.5
CCn1c(=O)n(CC(=O)N2CCCC3CCCCC32)c2cccnc21 (centres undefined)	-4.3	0.1	0.0	13.6
COc1ccc(CCN2C(=O)CC(C(=O)Nc3ccccc3)SC2=Nc2cccc(C(F)(F)F)c2)cc1OC (centres undefined)	7.4	-0.1	0.9	0.0
COC(=O)c1c(NC(=O)c2cc3nc(-c4ccc(OC)cc4)cc(C(F)(F)F)n3n2)sc2c1CCCCCC2	-13.6	0.1	2.1	-12.0
COc1ccccc1NCC(=O)c1ccc(C)c(C)c1	-18.0	0.4	-1.1	17.2
COC(=O)CCn1c(-c2ccccc2)cn2c3c(=O)n(C)c(=O)n(C)c3nc12	9.7	0.0	-0.7	-0.2
CC(C)CNC(=O)C(=O)NCC1OCCCN1S(=O)(=O)c1ccc(Cl)cc1 (centres undefined)	-3.0	-0.1	-0.4	64.5*
O=C(CSc1ncccc1-c1nc2ccccc2[nH]1)NC1CCCC1	-8.4	0.0	-1.0	0.4
COc1ccc(S(=O)(=O)N(CC(=O)N2CCCCC2)c2cccc(Cl)c2)cc1	10.3	-0.2	1.7	2.2
O=C(N/N=C/c1cccnc1)c1ccccc1OCc1ccc(Br)cc1	8.9	0.1	-0.3	16.9
COC(=O)[C@@H]1CCCN1C(=O)Cc1ccc(N2CCC(NCCn3cccn3)CC2)cc1	-3.5	-0.1	-0.4	2.7
N#Cc1c(-c2ccccc2)cc(C2CC2)nc1SCC(=O)Nc1ccccc1Cl	-2.3	0.1	0.1	-0.2
O=C(Nc1ccc(I)cc1)c1ccc([N+](=O)[O-])cc1	-56.5	0.1	0.9	-4.7
COc1ccc(C(CNC(=O)C2CCCCC2)N2CCN(C)CC2)cc1 (centres undefined)	-0.4	-0.2	0.0	-1.1
CCCCSC1=C(C#N)C(=O)NC(c2ccco2)S1 (centres undefined)	-0.1	0.1	0.2	6.5
CCN1CCCC1CNC(=O)c1sc2nc3n(c(=O)c2c1C)CCCC3 (centres undefined)	-0.4	0.2	0.0	-4.9
CCOC(=O)CSC1=C(C#N)C(c2sccc2C)CC(=O)N1 (centres undefined)	56.8*	0.0	-0.7	-6.2
CC(=O)NCC(=O)N1CCC(Oc2ccc(C(=O)NCCc3ccccc3)cc2)CC1	33.0*	0.2	-0.9	6.7
CC(C)(C)NC(=O)NC(=O)COC(=O)C1(C)CC1(Cl)Cl (centres undefined)	-3.3	0.2	-0.4	11.5
CCS(=O)(=O)C1=NN2C(=N)/C(=C\c3ccco3)C(=O)N=C2S1	-11.3	-0.2	-0.3	10.4
O=[N+]([O-])c1ccc(Cl)cc1NC1CC1	10.4	0.0	0.3	-4.0
Fc1ccc(-c2nnc(C3CCNCC3)o2)cc1	2.1	0.5	0.6	12.0
c1ccc(Nc2cccc(-c3ccnc(Nc4ccc(-n5cncn5)cc4)n3)c2)cc1	17.8	0.1	1.5	8.2
COc1ccc(CCNC(=O)C2(C#N)CC2)cc1OC	3.1	0.0	-0.4	8.6
COc1ccc(OC)c(NC(=O)c2cc3c(=O)oc4ccccc4c3s2)c1	3.5	-0.1	1.6	1.0
Cc1ccc2c(c1)cc(C)c1nnc(SCC(=O)Nc3nnc(C)s3)n12	1.1	-0.1	0.3	2.5
C=CCNC(=O)COc1cc(C)c(Cl)c(C)c1	-5.0	-0.1	2.6	10.4
O=C(CSc1nnc(-c2ccc(Cl)cc2)n1-c1ccccc1)NC1CCCCC1	2.6	-0.2	-0.6	-4.5
N#Cc1ccccc1OCC(=O)Nc1ccc(-c2cn3ccsc3n2)cc1	-6.1	0.3	0.0	3.5
Cc1cc(C)c2cc(C)c3nn(CC(=O)N4CCOCC4)c(=O)n3c2c1	-9.3	0.1	-0.2	8.9
CCOc1cc(C2C(C(=O)OC)=C(C)NC3=C2C(=O)CC(c2ccc(OC)cc2)C3)ccc1OC(C)=O (centres undefined)	3.3	0.2	1.4	3.5
O=S(=O)(NCCO)c1ccc(Cl)cc1	-1.7	1.2	-0.4	19.1
Nc1nc(SCC(=O)Nc2ccc(F)c(Cl)c2)n[nH]1	4.2	-0.1	0.1	-13.3
COC(=O)Cc1ccc(NC(=S)Nc2cc(OC)ccc2OC)cc1	-8.2	-0.2	-1.2	5.5
COc1ccccc1C1CC(=O)NC2=C1C(=O)CCC2 (centres undefined)	-3.4	-0.1	-0.8	-5.9
O=C(c1cc(Cl)cc(Cl)c1)n1ccnc1	-6.1	0.1	-1.4	7.3

Filtered by structure, those above containing a COOH group.
SMILES	TEAD-YAP inh	FBW7 activator	GPR151 activ	MITF inh
CCc1ccccc1NC(=O)c1cc(S(=O)(=O)N2CCCC(C(=O)O)C2)ccc1F (centres undefined)	2.2	-0.1	0.3	-7.1
COc1ccc(-c2nnc(SCC(=O)Nc3ccc(C(=O)O)cc3)nc2-c2ccc(OC)cc2)cc1	-7.4	-0.1	0.7	-9.3

Ordered by formula weight (falling): part of the list above
SMILES	TEAD-YAP inh	FBW7 activator	GPR151 activ	MITF inh
Cc1cc(C)c2cc(C)c3nn(CC(=O)N4CCOCC4)c(=O)n3c2c1	-9.3	0.1	-0.2	8.9
CCS(=O)(=O)C1=NN2C(=N)/C(=C\c3ccco3)C(=O)N=C2S1	-11.3	-0.2	-0.3	10.4
C=CCNC(=O)COc1cc(C)c(Cl)c(C)c1	-5.0	-0.1	2.6	10.4
